High-throughput results: PubChem BioAssay, Broad Institute
ERAP1 HTS inh – ERAP1 (human) enzyme inhibition. Q9NZ08. recombinant ERAP1, Leu-AMC fluorescence, 60 min. inhibition, % at 10.7 µM. actives 0.15% (n = 340,000). AID 652197;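 active = mean replicate inhibition of at least 30%, or all replicates individually reaching that 30% level; inactive = mean below 30% and not every replicate reaching it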;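 note: 0% = neutral control wells and 100% = L-leucinethiol positive control wells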
Target sequence (Q9NZ08 whole entry, looked up): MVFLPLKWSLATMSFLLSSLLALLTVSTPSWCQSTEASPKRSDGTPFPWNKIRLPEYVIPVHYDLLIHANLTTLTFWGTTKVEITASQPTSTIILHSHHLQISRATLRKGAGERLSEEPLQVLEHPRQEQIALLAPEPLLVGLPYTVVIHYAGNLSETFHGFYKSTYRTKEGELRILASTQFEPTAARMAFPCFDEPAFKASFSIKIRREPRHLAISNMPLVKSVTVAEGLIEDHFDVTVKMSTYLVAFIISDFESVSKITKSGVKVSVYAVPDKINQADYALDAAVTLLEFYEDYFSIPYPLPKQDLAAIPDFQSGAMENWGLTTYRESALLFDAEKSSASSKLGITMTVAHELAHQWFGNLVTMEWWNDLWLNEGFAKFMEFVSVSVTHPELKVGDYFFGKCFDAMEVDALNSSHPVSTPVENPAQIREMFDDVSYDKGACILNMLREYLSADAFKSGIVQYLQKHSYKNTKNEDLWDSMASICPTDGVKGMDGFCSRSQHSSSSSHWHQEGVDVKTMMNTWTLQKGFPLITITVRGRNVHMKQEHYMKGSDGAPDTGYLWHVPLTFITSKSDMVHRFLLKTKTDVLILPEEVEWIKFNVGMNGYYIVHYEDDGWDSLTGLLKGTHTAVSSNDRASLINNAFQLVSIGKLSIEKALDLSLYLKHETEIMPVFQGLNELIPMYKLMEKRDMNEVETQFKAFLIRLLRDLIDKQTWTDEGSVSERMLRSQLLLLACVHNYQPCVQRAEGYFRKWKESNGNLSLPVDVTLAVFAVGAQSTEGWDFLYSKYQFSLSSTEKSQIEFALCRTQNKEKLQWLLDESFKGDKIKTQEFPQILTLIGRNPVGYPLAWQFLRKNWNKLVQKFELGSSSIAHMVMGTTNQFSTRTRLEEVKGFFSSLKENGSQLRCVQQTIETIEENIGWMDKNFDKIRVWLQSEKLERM
EWS-Fli inh – blocks EWS/Fli oncoprotein-driven transcription. A673 NR0B1-luciferase reporter, viability-normalised. inhibition, % at 12.6 µM. actives 0.67% (n = 350,000). AID 651661;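 active = mean inhibition of at least 50% after viability correction, with every replicate also passing that limit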;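 note: firefly luciferase signal divided by Alamar Blue viability fluorescence both relative to DMSO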
PAX8 inh HTS – lowers PAX8-driven luciferase in RMG-I cells | RMG-I TPO-luciferase reporter, SteadyGlo, 24 h | inhibition, % at 12.6 µM | actives 1.2% (n = 360,000) | AID 652154;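 active = mean replicate inhibition at least 60% with every replicate also reaching 60%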;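 note: luciferase light reporting Pax8 driven TPO promoter activity; plate controls were median of neutral control wells for no effect and mitoxantrone controls for full effect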
LGR2 inh – Drosophila LGR2 receptor signaling inhibition; HEK293 LGR2, CRE-luciferase, bursicon-stimulated, 4 h; inhibition, % at 9.99 µM; actives 0.35% (n = 380,000); AID 720647;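 active = drop in luminescence signal, shown as inhibition above about 50% in the replicate tests, limit read from the data, passing the limit was not always enough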;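 note: agonist challenge used bursicon conditioned medium at about half maximal strength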
PGC1a acetyl inh – PGC1a acetylation modulation, inhibitor mode. U2OS PGC1a acetylation, AlphaScreen anti-acetyl-lysine; with virally co-expressed GCN5 acetyltransferase. inhibition, % at 15.6 µM. actives 0.17% (n = 350,000);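 active = every replicate shows inhibition of at least 40%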;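 note: 0% = neutral control wells and 100% = positive control wells; some results beyond the cut were filed as inactive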
PglD inh – blocks C. jejuni PglD acetyltransferase activity | purified PglD enzyme, DTNB colorimetric CoA detection | inhibition, % at 12.5 µM | actives 0.098% (n = 360,000) | AID 602405; in the data active = inhibition above about 16%, passing the limit was not always enough; note: strong numbers were not always called active
FN deposition inh – fibronectin deposition inhibition; AH1F fibroblasts, Alexa488-fibronectin deposition fluorescence, overnight; inhibition, % at 12.6 µM; actives 0.086% (n = 350,000); AID 743247;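 active = mean inhibition across replicates of 30% or more, regardless of how many single replicates reach that level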;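 note: positive control wells lacked labelled fibronectin entirely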
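Material: AH1F fibroblast monolayer depositing Alexa488-labelled fibronectin into matrix / Amount: 10000 AH1F cells per well / Signal: fluorescence 485/525 nm / Medium: DMEM, 2% serum / Compound: single dose, pinned / Incubation: 1 h cell adhesion before compound, then overnight fibronectin incubation / Reagent: Alexa488-FN, 24 nM final / Read-out: inhibition of fibronectin deposition signal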
S100A4 inh HTS – inhibitors of human S100A4 binding to myosin IIA peptide; inhibition, % at 10.7 µM; S100A4/TAMRA-MyoIIA peptide fluorescence polarization; P26447; actives 0.14% (n = 360,000);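 active = mean inhibition of at least 70% across replicates, with every replicate also reaching that level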
Target sequence (P26447 whole entry, looked up): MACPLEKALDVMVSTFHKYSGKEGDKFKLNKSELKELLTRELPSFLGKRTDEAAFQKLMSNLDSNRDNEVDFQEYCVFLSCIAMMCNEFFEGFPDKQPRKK
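Test system: S100A4 monomer protein; Medium: HEPES pH 7.2 with CaCl2, KCl, NaCl, DTT, Triton; Probe or stimulus: TAMRA-labelled myosin IIA heavy-chain peptide probe, 5 nM; Doses: one dose per compound; Times: polarization read 5 min after assay mix addition, stable 5–60 min; Benchmarks: neutral control DMSO, positive control TFP.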
An asterisk follows results filed as active.

CCc1nc(C(N)=O)c2[nH]c(=O)n(-c3ccccc3F)c2n1 was read as ERAP1 HTS inh 1, EWS-Fli inh -5, PAX8 inh HTS -19, LGR2 inh -1, PGC1a acetyl inh 1, PglD inh -2, FN deposition inh -9 and S100A4 inh HTS 0.
O=C1N/C(=N/S(=O)(=O)c2ccccc2)S/C1=C/c1cccnc1 was read as ERAP1 HTS inh 0, EWS-Fli inh 3, PAX8 inh HTS -11, LGR2 inh 4, PGC1a acetyl inh -2, PglD inh -2 and S100A4 inh HTS 6.
For O=C(Nc1ccccc1F)N1CCCCN2[C@@H](CO)[C@H](c3ccc(C4=CCCC4)cc3)[C@@H]2C1 the results were EWS-Fli inh 0, PAX8 inh HTS -12, LGR2 inh -11, PGC1a acetyl inh -4 and PglD inh -3.
Screening COCCCNC(=O)c1cccc2c(=O)c(C)c(-c3ccccc3)oc12 returned PAX8 inh HTS 25, LGR2 inh 19, PGC1a acetyl inh 0, PglD inh -2 and FN deposition inh -6.
Screening CCOCCCNC(=O)c1cc2c(=O)n3cccc(C)c3nc2n1C returned ERAP1 HTS inh 0, EWS-Fli inh 52*, PAX8 inh HTS 15, LGR2 inh 17, PGC1a acetyl inh -3, PglD inh -1, FN deposition inh 9 and S100A4 inh HTS -3.
For O=C(c1cccnc1)N1CC(=O)N2[C@H](CO)[C@H](c3ccc(-c4cccnc4)cc3)[C@H]2C1 the results were ERAP1 HTS inh -1, EWS-Fli inh -10, PAX8 inh HTS -20, LGR2 inh -4, PGC1a acetyl inh -4 and S100A4 inh HTS 7.
COc1ccc(CCNC(=O)CCOc2ccc(C)cc2)cc1OC was read as ERAP1 HTS inh 3, EWS-Fli inh 6, PAX8 inh HTS 37, LGR2 inh -2, PglD inh -3, FN deposition inh 1 and S100A4 inh HTS -3.
Cc1noc(NS(=O)(=O)c2ccc(NC(=O)c3cc(F)c(F)c(F)c3F)cc2)c1C was read as ERAP1 HTS inh -5, EWS-Fli inh -1, PAX8 inh HTS 12, LGR2 inh 4, FN deposition inh 1 and S100A4 inh HTS -2.
`COc1ccc(-c2ccc3c(c2)O[C@@H](CN(C)C(=O)c2ccccc2F)[C@@H](C)CN([C@H](C)CO)S3(=O)=O)cc1` gave ERAP1 HTS inh 2, EWS-Fli inh 4, PAX8 inh HTS -1, LGR2 inh -7, PGC1a acetyl inh 1, PglD inh 5 and S100A4 inh HTS -46.
For C[C@@H]1CN([C@@H](C)CO)S(=O)(=O)c2ccc(C#Cc3ccc(F)cc3)cc2O[C@H]1CN(C)C(=O)NC1CCCCC1 the results were ERAP1 HTS inh 2, EWS-Fli inh -4, PAX8 inh HTS 99*, LGR2 inh 34, PGC1a acetyl inh -6, PglD inh -2, FN deposition inh 4 and S100A4 inh HTS -2.
For CCOc1ccc(S(=O)(=O)N2CCN(S(=O)(=O)c3ccc(C)c(C)c3)CC2)cc1 the results were ERAP1 HTS inh -2, EWS-Fli inh 8, PAX8 inh HTS -11, LGR2 inh -12, PGC1a acetyl inh -10, PglD inh -6, FN deposition inh 0 and S100A4 inh HTS 0.
OC[C@H]1[C@@H](c2ccc(Br)cc2)[C@@H]2CN(Cc3ccccn3)CCCCN12 was read as ERAP1 HTS inh -1, EWS-Fli inh -2, PAX8 inh HTS 6, LGR2 inh -10, PGC1a acetyl inh -12, PglD inh 0 and S100A4 inh HTS -1.
For COc1cccc(CNC(=O)[C@@H]2CCCN2C(=O)[C@H]2CCCCN2C(=O)c2ccccc2C)c1 the results were EWS-Fli inh 0, PAX8 inh HTS 2, LGR2 inh 3, FN deposition inh -14 and S100A4 inh HTS 1.
Screening O=C(/C=C/c1ccc(Cl)cc1)NCc1cccs1 returned PAX8 inh HTS -77, LGR2 inh -45, PGC1a acetyl inh 5, PglD inh 7 and FN deposition inh 8.
`OC(COC(c1ccccc1)c1ccccc1)CN1CCOCC1` (stereo unspecified) gave ERAP1 HTS inh -4, EWS-Fli inh 15, PAX8 inh HTS 1, LGR2 inh 6, FN deposition inh -2 and S100A4 inh HTS -4.
For COc1ccc2c3c(n(C)c2c1)[C@H](CO)N(C)CC31CCN(C(=O)NC(C)C)CC1 the results were ERAP1 HTS inh 0, EWS-Fli inh 31, PAX8 inh HTS -10, LGR2 inh 10, PGC1a acetyl inh 1, FN deposition inh 6 and S100A4 inh HTS 5.
For C[C@@H]1CN([C@H](C)CO)C(=O)Cc2cc(NS(=O)(=O)c3cccs3)ccc2O[C@H]1CN(C)Cc1ccc2c(c1)OCO2 the results were ERAP1 HTS inh 1, EWS-Fli inh -4, PAX8 inh HTS -6, LGR2 inh -6, PGC1a acetyl inh 3, PglD inh -3 and S100A4 inh HTS 3.
For CCc1ccc(CN2CCC(Oc3ccc(C(=O)N4CCCC4)cc3)CC2)cc1 the results were ERAP1 HTS inh 0, PAX8 inh HTS 9, LGR2 inh 5, PglD inh -3, FN deposition inh 2 and S100A4 inh HTS -4.
`Cc1cccc(C2c3[nH]c4ccccc4c3CCN2C(=O)c2nn(C)c(=O)c3ccccc23)n1` (stereo unspecified) gave ERAP1 HTS inh 0, EWS-Fli inh 15, PAX8 inh HTS 5, LGR2 inh 27, PGC1a acetyl inh -12, PglD inh -1, FN deposition inh 13 and S100A4 inh HTS 3.
For O=C(O)CN1CCc2ccccc2C1 the results were ERAP1 HTS inh 9, EWS-Fli inh 13, PAX8 inh HTS -7, LGR2 inh 15, PGC1a acetyl inh -1, PglD inh -7 and S100A4 inh HTS -4.

Among those listed so far, five have fluorine.
CCc1nc(C(N)=O)c2[nH]c(=O)n(-c3ccccc3F)c2n1 was read as ERAP1 HTS inh 1, EWS-Fli inh -5, PAX8 inh HTS -19, LGR2 inh -1, PGC1a acetyl inh 1, PglD inh -2, FN deposition inh -9 and S100A4 inh HTS 0.
For O=C(Nc1ccccc1F)N1CCCCN2[C@@H](CO)[C@H](c3ccc(C4=CCCC4)cc3)[C@@H]2C1 the results were EWS-Fli inh 0, PAX8 inh HTS -12, LGR2 inh -11, PGC1a acetyl inh -4 and PglD inh -3.
Cc1noc(NS(=O)(=O)c2ccc(NC(=O)c3cc(F)c(F)c(F)c3F)cc2)c1C was read as ERAP1 HTS inh -5, EWS-Fli inh -1, PAX8 inh HTS 12, LGR2 inh 4, FN deposition inh 1 and S100A4 inh HTS -2.
`COc1ccc(-c2ccc3c(c2)O[C@@H](CN(C)C(=O)c2ccccc2F)[C@@H](C)CN([C@H](C)CO)S3(=O)=O)cc1` gave ERAP1 HTS inh 2, EWS-Fli inh 4, PAX8 inh HTS -1, LGR2 inh -7, PGC1a acetyl inh 1, PglD inh 5 and S100A4 inh HTS -46.
For C[C@@H]1CN([C@@H](C)CO)S(=O)(=O)c2ccc(C#Cc3ccc(F)cc3)cc2O[C@H]1CN(C)C(=O)NC1CCCCC1 the results were ERAP1 HTS inh 2, EWS-Fli inh -4, PAX8 inh HTS 99*, LGR2 inh 34, PGC1a acetyl inh -6, PglD inh -2, FN deposition inh 4 and S100A4 inh HTS -2.

(more compounds)
C[C@@H]1CN([C@@H](C)CO)C(=O)c2cc(NC(=O)C3CCCCC3)ccc2O[C@@H](C)CCCCO[C@H]1CN(C)Cc1ccc(C(F)(F)F)cc1 was read as EWS-Fli inh 9, PAX8 inh HTS 26, LGR2 inh 14, PGC1a acetyl inh 2 and PglD inh -1.
Screening CCC(=O)Nc1ccc2c(c1)C(=O)N(C)C[C@@H](OC)[C@H](C)CN(Cc1cccnc1)[C@H](C)CO2 returned ERAP1 HTS inh -1, EWS-Fli inh -5, LGR2 inh -1, PGC1a acetyl inh 11, PglD inh 2, FN deposition inh -6 and S100A4 inh HTS 6.
CCc1ccc2c(CC(=O)Nc3cccc(S(=O)(=O)N4CCOCC4)c3)coc2c1 was read as ERAP1 HTS inh -1, EWS-Fli inh 5, PAX8 inh HTS -6, LGR2 inh 1, PGC1a acetyl inh 1, PglD inh 1, FN deposition inh 0 and S100A4 inh HTS -3.
`O=C(Nc1ccc(Cl)cc1)P(=O)(O)c1ccccc1` gave ERAP1 HTS inh -2, EWS-Fli inh 0, PAX8 inh HTS -38, LGR2 inh 7, PGC1a acetyl inh -3, PglD inh 0, FN deposition inh 6 and S100A4 inh HTS -2.
For O=C(NNC(=O)c1ccc([N+](=O)[O-])cc1)NC1CCCCC1 the results were ERAP1 HTS inh -1, EWS-Fli inh -23, PAX8 inh HTS -21, LGR2 inh 8, FN deposition inh -3 and S100A4 inh HTS 4.
For COc1ccc2c(COC(=O)CCS(=O)(=O)c3ccc(C)cc3)cc(=O)oc2c1 the results were ERAP1 HTS inh 1, EWS-Fli inh -1, PAX8 inh HTS 1, LGR2 inh -15, PGC1a acetyl inh 0, PglD inh 8, FN deposition inh -5 and S100A4 inh HTS 2.
CC(C)(C)c1ccccc1NC(=O)COC(=O)CN1C(=O)NC2(CCCC2)C1=O was read as ERAP1 HTS inh 13, EWS-Fli inh 5, PAX8 inh HTS -13, LGR2 inh 8, PGC1a acetyl inh -2, PglD inh 0, FN deposition inh -1 and S100A4 inh HTS 2.
For COC(=O)c1ccc(S(=O)(=O)N2CCCCCC2)n1C the results were ERAP1 HTS inh 4, EWS-Fli inh -8, PAX8 inh HTS 0, LGR2 inh 4, PGC1a acetyl inh 1, PglD inh -20, FN deposition inh 5 and S100A4 inh HTS 3.
Screening O=C(Nc1ccc2c(c1)OCO2)c1cc(C2CCCCN2S(=O)(=O)Cc2ccccc2)on1 (stereo unspecified) returned ERAP1 HTS inh -1, EWS-Fli inh -72, PAX8 inh HTS -218, LGR2 inh -76, PGC1a acetyl inh -14, PglD inh -2, FN deposition inh 0 and S100A4 inh HTS 0.
`Clc1ccc(-n2cnc3c(Cl)ncnc32)cc1Cl` gave ERAP1 HTS inh 2, EWS-Fli inh 10, PAX8 inh HTS 1, LGR2 inh -16, FN deposition inh 11 and S100A4 inh HTS -2.
COCC(=O)N[C@H]1CC[C@H](CC(=O)NCc2ccccc2OC)O[C@@H]1CO was read as ERAP1 HTS inh 0, EWS-Fli inh 2, PAX8 inh HTS -15, LGR2 inh -7, PGC1a acetyl inh -2, PglD inh -2, FN deposition inh -4 and S100A4 inh HTS 1.
`Cc1cc(NS(=O)(=O)c2ccccc2)c([N+](=O)[O-])cc1C` gave PAX8 inh HTS 12, LGR2 inh 7, PGC1a acetyl inh 2 and FN deposition inh -2.
CC(=O)N1CCC(N(CCN2CCOCC2)C(=S)Nc2cccc(C)c2C)CC1 was read as PAX8 inh HTS 6, LGR2 inh -5, PGC1a acetyl inh -4, PglD inh -1 and FN deposition inh 2.
Screening CC1(C)Cc2ccccc2-c2nc(NCCCO)[nH]c(=O)c21 returned ERAP1 HTS inh -3, EWS-Fli inh 3, PAX8 inh HTS -8, LGR2 inh -3, PGC1a acetyl inh -15, PglD inh 5, FN deposition inh 0 and S100A4 inh HTS -6.
`C[C@@H]1CN([C@H](C)CO)C(=O)c2cc(NC(=O)Cc3ccccc3)ccc2O[C@H]1CN(C)Cc1ccc2c(c1)OCO2` gave ERAP1 HTS inh 0, PAX8 inh HTS -5, LGR2 inh 5, PGC1a acetyl inh -12, PglD inh 9 and S100A4 inh HTS -7.
CCOc1c2ccccc2nn1CCOC was read as ERAP1 HTS inh -1, EWS-Fli inh -9, PAX8 inh HTS 2, LGR2 inh 6, PGC1a acetyl inh 9, PglD inh -6, FN deposition inh 3 and S100A4 inh HTS 2.
For CCSC(=N)N the results were ERAP1 HTS inh 2, EWS-Fli inh -1, PAX8 inh HTS -1, PGC1a acetyl inh -2, PglD inh -1, FN deposition inh 0 and S100A4 inh HTS 2.
